Assay outcomes (PubChem BioAssay)
C-LANA FP = inhibitors of KSHV LANA C-terminal domain DNA binding. MBP-C-LANA/FAM-LBS DNA binding, fluorescence polarization. inhibition, % at 9 µM. 0.078% of 340,000 active;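 active = highest replicate inhibition at or above 60% at 9 µM, even if other replicates fall short; inactive = all replicates below 60% inhibition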;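 also: 0% = neutral control wells and 100% = 4 µM acridine orange control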
Mot1-301 SUMO = SUMOylation pathway inhibition by Mot1-301 growth rescue; S. cerevisiae Mot1-301 growth rescue, ATP luminescence, 38.5C; percent above DMSO median, 100 means doubled; growth rescue, % at 18.8 µM; 1% of 320,000 active;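 active = every valid replicate shows activation above 250% relative to neutral control wells; inactive = the rest, any valid replicate at or below 250%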;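 also: OY570 slx delta 5 strain wells were the positive control but not used for scaling; some compounds called inactive have numbers as strong as hits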
NSD2 HMT inh = inhibitors of human histone methyltransferase NSD2; 0.54% of 310,000 active; NSD2 peptide methylation, AlphaScreen, 120 min; inhibition, % at 12.5 µM; O96028; AID 743445; in the data active = inhibition above about 50%
Rtt109 HAT inh = blocks Candida albicans Rtt109/Vps75 acetyltransferase activity; purified Rtt109/Vps75, ThioGlo CoA-SH fluorescence, 4 h; inhibition, % at 34.9 µM; 0.16% of 330,000 active; AID 540336;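 active = inhibition of at least 50% in every replicate; inconclusive = best replicate reaches 50% inhibition but some replicates fall short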
RTF Ca sens act = increases calcium sensitivity of human cardiac regulated thin filaments. P19429+P45379. IANBD-labeled TnC RTF fluorescence at EC20 calcium; 0% EC20 calcium, 100% full calcium. activation, % at 7.2 µM. 0.24% of 340,000 active;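 active = activation above the mean over all tested compounds plus 3 SD, cut at about 30% in these data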;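 also: rise in fluorescence read as greater calcium sensitivity of cardiac thin filaments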
CDK5 inh = inhibitors of human CDK5/p35 kinase. Q00535+Q15078. Recombinant CDK5/p35, ADP-Glo luminescence, 60 min. inhibition, % at 10 µM. 0.01% of 330,000 active. AID 488839;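 active = highest replicate inhibition of at least 50% and at least 75% of replicates reaching 50%; inconclusive = only one of the two criteria met; inactive = both criteria failed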;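 also: plate controls were DMSO neutral control for no effect and GW8510 at 10 µM for full effect; many of its hits are not listed in these tables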
Target sequence (Q00535 whole entry, looked up): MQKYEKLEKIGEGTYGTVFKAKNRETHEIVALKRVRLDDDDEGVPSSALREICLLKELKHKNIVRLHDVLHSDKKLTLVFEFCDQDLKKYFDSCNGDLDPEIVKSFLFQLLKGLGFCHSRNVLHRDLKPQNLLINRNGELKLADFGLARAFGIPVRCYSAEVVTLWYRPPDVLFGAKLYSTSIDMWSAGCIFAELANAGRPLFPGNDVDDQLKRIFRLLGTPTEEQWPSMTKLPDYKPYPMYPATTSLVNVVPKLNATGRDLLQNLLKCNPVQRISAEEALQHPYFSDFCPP
Target sequence (Q15078 whole entry, looked up): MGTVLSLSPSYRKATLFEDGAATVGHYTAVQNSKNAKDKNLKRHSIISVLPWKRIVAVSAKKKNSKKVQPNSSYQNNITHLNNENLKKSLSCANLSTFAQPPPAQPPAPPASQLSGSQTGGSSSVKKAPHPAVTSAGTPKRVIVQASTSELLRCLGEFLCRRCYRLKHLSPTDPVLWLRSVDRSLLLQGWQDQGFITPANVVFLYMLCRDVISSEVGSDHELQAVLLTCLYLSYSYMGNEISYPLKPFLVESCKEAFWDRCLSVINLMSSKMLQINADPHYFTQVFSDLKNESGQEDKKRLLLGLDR
RTF Ca sens inh = cardiac RTF calcium desensitization | P19429+P45379 | IANBD-labeled cardiac RTF, Ca2+ fluorescence | inhibition, % at 7.15 µM | 0.12% of 340,000 active;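 active = inhibition above the mean inhibition of all tested compounds plus 3 SD, cut at about 17% in these data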;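 also: assay run at fixed EC70 calcium of 1.6 mM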
PfHsp90 set2 = growth inhibition of yeast expressing Plasmodium Hsp90 | S. cerevisiae expressing PfHsp90, BacTiter-Glo ATP, 48 h; yeast lacking PDR1 and PDR3 efflux regulators | inhibition, % at 9.4 µM | 0.32% of 310,000 active | AID 504621;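 active = every replicate shows inhibition above about 80%, whatever the replicate mean, limit read from the data; inconclusive = mean inhibition reaches the set limit but some replicate falls short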;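 also: 0% = DMSO neutral controls and 100% = 20 µM radicicol positive controls; yeast relying on Plasmodium falciparum Hsp90 in place of its own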
PvdQ inh = blocks Pseudomonas aeruginosa PvdQ acylase activity; purified PvdQ acylase, fluorescence plate reader; inhibition, % at 10 µM; 0.063% of 340,000 active; AID 488965; in the data active = inhibition above about 30%, passing the limit was not always enough; inconclusive = no clear call, values can overlap the other calls;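 also: 0% = vehicle neutral wells and 100% = reference inhibitor wells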
dFosB activator = activators of mouse delta FosB homodimer. 0.99% of 340,000 active. activation, % at 25 µM. purified delta FosB, TAMRA-CDK5 oligo fluorescence polarization; percent of positive-control signal above neutral wells;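 active = mean activation above about 17%, with every replicate also reaching it, limit read from the data, passing the limit was not always enough; inconclusive = only one of the two conditions met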;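 also: fluorescence polarization rise as delta FosB binds a TAMRA Cdk5 AP-1 oligo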
Target sequence (P13346 whole entry, looked up): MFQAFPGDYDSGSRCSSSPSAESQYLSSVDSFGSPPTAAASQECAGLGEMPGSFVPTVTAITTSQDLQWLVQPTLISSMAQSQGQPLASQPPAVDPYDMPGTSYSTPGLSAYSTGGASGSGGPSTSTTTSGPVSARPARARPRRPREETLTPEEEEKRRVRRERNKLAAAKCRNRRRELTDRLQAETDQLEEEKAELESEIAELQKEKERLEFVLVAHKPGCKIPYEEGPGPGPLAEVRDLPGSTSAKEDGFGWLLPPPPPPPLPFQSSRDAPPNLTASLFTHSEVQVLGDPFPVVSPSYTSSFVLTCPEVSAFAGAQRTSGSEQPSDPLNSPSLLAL
Keap1-Nrf2 PPI = Keap1-Nrf2 (human) interaction inhibition; Q14145; inhibition, % at 9.4 µM; Keap1 Kelch-Nrf2 peptide fluorescence polarization, 1536-well; 0.15% of 340,000 active; AID 504523; in the data active = inhibition above about 12%; inconclusive = no clear call, values can overlap the other calls; inactive = below about 7.3%;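 also: human Keap1 Kelch domain with fluorescein labeled Nrf2 9mer peptide probe; 0% = neutral control wells and 100% = peptide positive control; higher means more block of Keap1 binding to Nrf2 peptide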
Starred values were filed as active, the others as inactive; i = inactive; ? = inconclusive; · = no result given.

SMILES	C-LANA FP	Mot1-301 SUMO	NSD2 HMT inh	Rtt109 HAT inh	RTF Ca sens act	CDK5 inh	RTF Ca sens inh	PfHsp90 set2	PvdQ inh	dFosB activator	Keap1-Nrf2 PPI
CCN(C(=O)COc1cccnc1[N+](=O)[O-])C1CCS(=O)(=O)C1 (stereo not given)	3.7	-2	-2	-1	6	1.8	-2	-5	-13	-4	-5
CN=C1SC(C(=O)O)CC(=O)N1C (stereo not given)	1.4	5	1	-7	-5	1.4	9	21	4	-2	1
CCOC(=O)N/N=C/C=C/c1ccccc1	0.9	39	-3	-1	2	0.1	-1	4	-9	6	-1
Cc1ccc(S(=O)(=O)N2CCN(CC(=O)N3CCOCC3)CC2)cc1	-0.7	2	·	-8	2	-1.8	-3	5	-9	-2	-2
CC(NCc1ccc(S(N)(=O)=O)cc1)C(=O)Nc1cc([N+](=O)[O-])ccc1Cl (stereo not given)	0.2	-10	1	0	1	0.3	-8	-3	15	-7	1
c1ccc(CCc2nc3ccccc3[nH]2)cc1	0.4	·	-2	·	-4	-0.5	-7	-3	8	2	-3
COc1ccc([C@H]2CC(=O)C=C(c3ccccc3)C2)cc1OC	-1.9	0	·	-8	12	-2.3	-2	-11	-14	-9	-7
N/C(=N\OC(=O)Cc1ccc(-c2ccccc2)cc1)c1cccnc1	-0.7	12	0	9	-5	-0.1	-4	-68	-1	-5	-2
Cc1noc(C)c1COc1ccc(C(=O)OCC(=O)NC(=O)C2COc3ccccc3O2)cc1 (stereo not given)	0.0	·	·	6	4	-5.3	-3	·	-2	1	-4
Cc1ccc(C(OCC(O)CN2CCCCC2CO)c2ccccc2)cc1 (stereo not given)	0.1	4	-3	0	4	0.7	-1	11	-10	-3	-1
Cc1nnc2n1N=C(c1ccc(F)cc1F)CS2	-2.1	-16	-1	0	-4	0.0	-9	25	-8	-4	-2
CCCCn1nc(C(=O)N[C@@H](CCSC)c2nc3ccccc3[nH]2)c2ccccc2c1=O	-1.6	·	0	-3	-8	2.1	-17	17	4	5	-4
N/C(=N\OC(=O)C1CCCCC1)c1ccncc1	-0.3	-9	-2	-2	4	1.4	9	4	-3	3	-5
O=C(/C=C/c1ccccc1)C1=C(O)C(=O)N(CCO)C1c1ccc2c(c1)OCO2 (stereo not given)	-1.3	1	-5	3	-2	0.3	-10	-2	-7	1	0
COc1cc(OC)cc(C(=O)NCC(=O)N2CCN(S(=O)(=O)c3ccccc3F)CC2)c1	0.1	-1	-23	0	-5	1.5	5	-25	-11	-5	-1
O=C(CCN1CCN(CCO)CC1)Nc1ccc(OCc2ccccc2)cc1	-0.6	-16	0	12	-2	-1.1	6	·	-5	0	-3
COc1ccccc1CN1C(=O)[C@@H]2C(CC(N)=O)NC3(C(=O)Nc4c3ccc(Cl)c4C)[C@@H]2C1=O (stereo not given in full)	-0.5	-1	-1	·	-1	-0.4	-2	·	7	-2	-2
O=C(/C=C/NCc1cccnc1)c1ccc(-c2ccccc2)cc1	16	i	-2	2	3	-2.5	-7	?	-28	-5	-8
CCN(CC)C(=O)c1sc(NC(=O)c2cccnc2)c(C(=O)OC)c1C	0.9	-11	-4	3	3	-2.2	-8	-7	-9	-17	-3
Cc1ccc(NC(=S)NNC(=S)Nc2ccc(C)cc2C)cc1	13	4	7	10	0	1.4	0	18	2	-1	1
COc1ccc(N2CCN(C(=O)C(CCSC)N=C3NS(=O)(=O)c4ccccc43)CC2)cc1 (stereo not given)	-0.1	-9	3	10	-6	0.9	-3	16	0	-8	4
CN(Cc1ccccc1)c1nc2c(c(=O)[nH]c(=O)n2C)n1C	1.7	-11	0	-4	-3	0.2	-2	23	-7	3	-1
Cc1ccccc1NC(=O)CCCn1nc(C)c2c(C)n(-c3ccccc3)nc2c1=O	-0.4	3	0	-3	4	0.8	-6	5	-8	11	-5
COc1cccc(OCc2ccc(Cl)cc2)c1C#N	0.6	18	-3	5	1	-1.8	-2	9	-12	-2	-6
OCCN1CCN(c2cc(C(F)(F)F)nc3ccccc23)CC1	-1.2	13	-11	0	2	1.6	0	16	-3	2	2
COc1cccc(C(=O)O/N=C(\N)c2ccc([N+](=O)[O-])cc2)c1OC	-2.7	-28	-2	12	4	-2.2	-8	0	0	-8	5
CCOc1ccccc1/C=C/C(=O)NCC(=O)N1CCC(N(C)C2CCCCC2C)CC1 (stereo not given)	0.3	-7	4	2	0	-1.0	-8	2	-13	-14	-5
CCC(C(=O)NC1CCCC1)N(C(=O)Cn1nnc(-c2ccc(C)o2)n1)c1ccc(OC)c(OC)c1 (stereo not given)	-1.1	-9	0	-35	-6	1.8	5	12	-7	-9	-2
CCc1ccccc1N(C(=O)c1cccs1)C1C=CS(=O)(=O)C1 (stereo not given)	-1.0	33	0	-2	1	-2.3	-1	16	-4	-5	5
COc1ccc(C(=O)OCC(=O)Nc2ccc3[nH]c(=O)[nH]c3c2)cc1	1.2	-2	-1	6	-5	-5.4	-5	·	-28	4	-8
COc1ccc2c(c1)CCc1c(C(=O)N3CCOCC3)noc1-2	0.3	37	6	8	-4	-0.4	2	2	-8	-4	-5
CCOc1ccc(N(CC(=O)Nc2ccccc2C(=O)N2CCOCC2)S(=O)(=O)c2ccc(F)cc2)cc1	-0.8	·	-1	8	2	1.9	-5	12	-12	2	-5
Cc1ccc(NC(=O)COC(=O)CCc2nc3ccccc3n2-c2ccccc2)c(C)c1	-1.0	294	-1	0	10	-1.1	2	0	-18	-3	0
O=C(COC(=O)CCOc1ccccc1)NCCc1ccccc1	3.5	-27	6	-5	2	0.0	-12	·	-11	-9	-7
Cc1ccc(C(c2nnnn2C(C)(C)C)N(Cc2ccco2)Cc2cccs2)cc1 (stereo not given)	0.2	79	-2	1	-1	0.1	-4	-9	-9	-2	-5
CN(C(=S)NC(=O)c1ccc(F)cc1)C1CCCCC1	-0.2	3	-1	17	-3	-0.4	0	14	20	-7	-4
Cc1cc(N2CCOCC2)nc2ccc(NC(=S)N3CCCCC3C)cc12 (stereo not given)	-1.1	9	4	·	5	-1.6	-9	21	6	-1	8
O=C(N/N=C/c1ccccc1O)c1ccncc1	-0.6	412	·	-1	-1	-0.5	-4	2	-6	1	-2
COc1ccc(Nc2nc(N3CCCC3)nc(N3CCCC3)n2)c(OC)c1	-0.1	·	4	-7	1	2.2	-11	-15	-7	-2	-6
Cc1ccc(OCc2ccc(C(=O)N3CCCC3)o2)cc1C	-0.1	-19	5	-3	-3	0.9	0	-19	-10	-7	-2
COc1ccc(N(C)C(=O)c2cn(C)c(=O)c3cc(OC)c(OC)cc23)cc1	-1.4	-10	-4	-5	0	-0.5	3	10	-4	-2	0
O=C(CSc1nnc(CNC(=O)c2ccco2)o1)Nc1ccc(F)cc1	0.1	6	2	5	-3	-1.3	1	-27	-18	-4	0
CC(C)c1ccc2c(c1)CCC1C(C)(CN)CCCC21C (stereo not given)	-2.6	617*	·	-1	6	2.2	-2	-25	-18	-4	-7
O=C(CCNC(=O)N1CCn2c1nc1ccccc12)NCc1ccccc1Cl	-2.1	-6	0	6	-6	0.2	-2	8	6	-7	3
CCCn1c(NC(=O)c2ccccc2Br)nc2ccccc21	0.0	-10	·	-3	3	-0.7	-2	-30	-10	-14	2
CC(=NCCCn1ccnc1)c1c(-c2ccccc2)[nH]n(-c2nc3ccccc3s2)c1=O	-1.8	7	4	7	-2	-0.4	-2	-25	8	-3	-3
C=CCOn1c(=O)c(C)[n+]([O-])c2ccccc21	0.8	6	0	-7	1	-0.4	-5	-10	-6	3	-3
CCCN1C(=O)/C(=c2\sc3nc(=O)c(Cc4ccc(C)cc4)nn3c2=O)c2ccccc21	0.3	-16	1	-3	-3	-0.9	0	-11	4	1	-5
Cc1noc(C)c1S(=O)(=O)Nc1cccc(CO)c1	0.9	3	·	6	-1	1.1	-5	14	5	-7	-4
Cc1cc(C2(c3ccc(O)c(C)c3)OC(=O)c3ccccc32)ccc1O	0.0	-13	41	16	2	-1.3	-1	-18	-12	-3	-3
Cc1ccc(Nc2nc(-c3ccncc3)cs2)cc1	-1.3	·	-1	-5	3	-2.7	2	-49	0	3	-2
O=C(COC(=O)c1ccncc1)Nc1cc(S(=O)(=O)N2CCOCC2)ccc1Cl	-1.2	·	2	4	4	-7.4	-7	2	-22	-3	-5
COc1ccc(Nc2nc(N)c([N+](=O)[O-])c(NCc3ccccc3)n2)cc1	-1.0	9	1	12	6	-2.1	3	6	5	29*	4
COC(=O)Cn1cc(S(=O)(=O)NCc2ccc(C)cc2)c2cc([N+](=O)[O-])ccc21	-0.9	-20	-2	-4	6	0.3	-1	2	5	-5	-1
CC(=O)/C(C=Nc1noc(C)c1Br)=C(\C)O	0.3	-4	-4	-3	16	-0.2	-5	-16	-13	2	-3
CCOCCCNC(=S)N1CCCC(c2nc3ccc(C)cc3[nH]2)C1 (stereo not given)	1.3	2	0	7	-7	-0.7	6	-30	5	-4	0
Cc1cc(C)n(CC(=O)NC2CCCc3c2cnn3-c2ccccc2F)n1 (stereo not given)	0.9	4	-3	-1	-1	-7.5	-6	9	-4	-5	-6
CC1(C)COC(=S)N1CCC#N	-1.8	·	-2	-8	4	0.4	-4	18	-15	-4	-2
C1CCN=C(Nc2nc3c(s2)CCCC3)CC1	-0.2	-9	3	-4	-3	-0.5	7	-39	-3	-7	1
Cc1ccsc1C(=O)NCc1ccccc1Cl	0.7	-12	-3	-8	-5	-1.6	-41	-16	-2	-3	6

(list continues)
SMILES	C-LANA FP	Mot1-301 SUMO	NSD2 HMT inh	Rtt109 HAT inh	RTF Ca sens act	CDK5 inh	RTF Ca sens inh	PfHsp90 set2	PvdQ inh	dFosB activator	Keap1-Nrf2 PPI
O=C(Cn1cnc2c(OCc3ccccc3)ncnc21)NCC1CCCO1 (stereo not given)	-0.2	-11	·	-7	-5	-2.6	-3	3	-6	0	3
Cn1c(=O)c2c(ncn2CC(=O)N(Cc2ccccc2)c2ccccn2)n(C)c1=O	-1.6	299*	-1	-8	-6	-2.3	2	·	0	2	-1
CC(C)(C)OC(=O)N1CCC[C@H]1c1nnc(SCc2ccc(Cl)cc2Cl)o1	0.0	358	-3	22	-1	-1.4	-4	-22	2	-11	-4
CCC(=O)NC(=S)Nc1ccc(NC(=O)COc2ccccc2)cc1	-0.4	6	-2	13	5	-0.8	-3	5	-15	-5	-4
Cc1ccccc1C(=O)Nc1ccc(C(=O)N/N=C/c2ccc(O)cc2)cc1	0.4	-14	8	8	-4	-0.6	3	13	4	2	-4
Cc1ccc(NC(=O)COC(=O)c2cccc(C)c2[N+](=O)[O-])cc1S(=O)(=O)N1CCCCC1	2.6	9	-1	14	0	4.7	-6	0	6	-6	-1
Cc1ccc(C(=O)NNC(=O)c2ccc(S(=O)(=O)N3CCOCC3)cc2)cc1	1.5	236	1	-10	-5	-2.7	-12	-38	-17	-4	-8
